High-throughput results deposited in PubChem BioAssay by The Scripps Research Institute Molecular Screening Center.
MITF inh – inhibitors of human MITF; AlphaScreen MITF homodimerization, bead proximity signal; inhibition, % at 2.6 µM; O75030; AID 1259374; 650,000 compounds, 0.91% hits; in the data active = inhibition above about 50%;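 note: 0% = vehicle wells with protein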
Target sequence (O75030 whole entry, looked up): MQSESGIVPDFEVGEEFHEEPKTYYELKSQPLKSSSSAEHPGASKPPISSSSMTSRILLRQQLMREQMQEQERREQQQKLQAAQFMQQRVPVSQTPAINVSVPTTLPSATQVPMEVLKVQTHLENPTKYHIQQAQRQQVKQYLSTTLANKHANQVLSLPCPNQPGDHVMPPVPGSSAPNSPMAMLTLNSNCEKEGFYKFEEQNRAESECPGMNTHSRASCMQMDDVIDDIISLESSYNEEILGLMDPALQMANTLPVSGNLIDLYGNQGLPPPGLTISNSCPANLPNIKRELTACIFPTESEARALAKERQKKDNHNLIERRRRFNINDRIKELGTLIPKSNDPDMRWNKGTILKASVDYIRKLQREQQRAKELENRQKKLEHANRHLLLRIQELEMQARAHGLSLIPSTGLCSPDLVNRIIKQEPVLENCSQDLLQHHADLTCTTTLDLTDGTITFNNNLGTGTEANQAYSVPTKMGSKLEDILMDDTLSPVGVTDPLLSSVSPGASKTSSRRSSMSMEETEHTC
FBW7 activator – activators of human E3 ligase FBW7; AlphaScreen FBW7–phospho-cyclin E peptide binding, activator screen; Q969H0; 650,000 compounds, 0.13% hits; AID 1259310; normalized activity (activation), % at 26.1 µM; in the data active = normalized activity above about 1.9%;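 note: purified mutant Fbw7 with reduced substrate affinity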
TEAD-YAP inh – TEAD-YAP interaction inhibition. HEK-TIYL cells, TEAD-Gal4/YAP UAS-luciferase luminescence. inhibition, % at 9.12 µM. 640,000 compounds, 1.4% hits. AID 1259422; in the data active = inhibition above about 32%;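 note: 0% = median of test compound wells and 100% = reference inhibitor wells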
GPR151 ag – activates the human receptor GPR151. Q8TDV0. PathHunter beta-arrestin GPR151 cells, luminescence. activation, % at 11.2 µM. 650,000 compounds, 1% hits. AID 1508602; in the data active = activation above about 4.9%;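 note: 0% = median of compound wells and 100% = cells with positive control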
Target sequence (Q8TDV0 whole entry, looked up): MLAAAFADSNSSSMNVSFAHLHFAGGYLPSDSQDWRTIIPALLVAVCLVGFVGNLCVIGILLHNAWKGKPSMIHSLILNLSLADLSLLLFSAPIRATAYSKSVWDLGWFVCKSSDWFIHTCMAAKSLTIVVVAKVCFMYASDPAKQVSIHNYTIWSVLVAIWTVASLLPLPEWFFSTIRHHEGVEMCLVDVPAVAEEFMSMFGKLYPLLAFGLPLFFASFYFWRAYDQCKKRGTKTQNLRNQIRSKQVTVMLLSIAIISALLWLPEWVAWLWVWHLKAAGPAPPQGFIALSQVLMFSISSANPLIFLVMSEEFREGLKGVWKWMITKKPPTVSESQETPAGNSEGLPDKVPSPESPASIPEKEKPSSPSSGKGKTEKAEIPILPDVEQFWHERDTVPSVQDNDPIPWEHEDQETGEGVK
Starred values were filed as active, the others as inactive; & = joins results of further samples.

SMILES | MITF inh | FBW7 activator | TEAD-YAP inh | GPR151 ag
Cn1cc(S(=O)(=O)N2CCN(c3cccc(C(F)(F)F)c3)CC2)c(=O)n(C)c1=O | 2 | 0.2 | 10 | 0.5
Cc1nc2c(C(=O)NCCN(C)C)cnn2c(C)c1Cc1c(F)cccc1Cl | 17 | 0.8 | 5 | -0.6
CCOC(=O)N1CCN(C(=O)Cc2c(C(=O)O)[nH]c3ccc(Cl)cc23)CC1 | 11 | -0.1 | 5 | 0.2
Cc1c(C(=O)c2ccccc2)oc2cc(NC(=O)c3ccccc3F)ccc12 | 0 | 0.0 | 12 | -0.2
COc1ccc(/C=C2/SC(=Nc3ccccc3)NC2=O)cc1OCc1ccccc1 | -2 | 0.0 | -8 | -0.8
CCC(=O)Nc1cc(CNC(=O)c2ccccn2)cc(C(=O)OC)c1 | 18 | 0.8 | 3 | -1.7
CCCN1C(=O)/C(=C2\SC(=S)NC2=O)c2ccccc21 | 8 | -0.2 | -9 | -0.4
CCCCCc1c(O)nc(SCCN(CC)CC)[nH]c1=O | 2 | -0.1 | -9 | 0.5
CCN(CC1CCCO1)C(=O)CCc1nnc(CCc2ccccc2OC)o1 (configuration not stated) | 10 | 0.0 | -11 | -1.0
Nc1ccc(C(=O)NCCCCCCNC(=O)c2ccc(N)cc2)cc1 | 2 | 0.0 | 4 | 0.6
CCN1CCN(C(=O)c2ccc(COc3cccc(Cl)c3)o2)CC1 | 1 | 0.1 | 4 | 0.5
O=C(NC1CCN2CCCc3cccc1c32)c1ccccc1 (configuration not stated) | -8 | -0.2 | 0 | 1.5
CC(=O)c1cccc(NC(=O)c2ccc(S(=O)(=O)N(C)c3ccccc3)cc2)c1 | 1 | 0.0 | 3 | 1.4
Nc1ccc(S(=O)(=O)Nc2ccccn2)cc1 | -2&8 | -0.1&0.0 | 2 | -1.4&-0.3
CCN(CC)S(=O)(=O)c1cccc(N=Nc2c(N)[nH]c(=O)[nH]c2=O)c1 | 8 | 0.1 | 8 | 2.3
O=C(COc1ccc(Cl)cc1)Nc1ccc(N2CCOCC2)cc1 | 1 | 1.2 | -6 | -0.3
COCCC1CCCCN1C(=O)CCc1nnc(Cc2cc(OC)ccc2OC)o1 (configuration not stated) | 2 | -0.1 | -57 | -0.9
c1ccc(CNc2cc(N3CCC(N4CCOCC4)CC3)ncn2)cc1 | -2 | -0.1 | 11 | 1.9
O=C(CSc1nc(O)c(-c2ccccc2)c(=O)[nH]1)N1CCOCC1 | 8 | 0.1 | 8 | 1.0
Cc1cccc(C)c1NC(=S)N(Cc1ccc(Br)cc1)Cc1ccc(C(=O)O)cc1 | 8 | 0.2 | 6 | 0.6
CC[n+]1c(C)n(CC(N)=O)c2cc(-c3nnc4n3CCCCC4)ccc21 | -3 | -0.1 | -18 | 0.3
Cc1cc(C)cc(OCC(=O)NNC(=O)c2c(C)cc(C)cc2C)c1 | 1 | 0.1 | 17 | 0.0
CC(=O)C(C)OC(=O)c1c(C)nn(-c2ccccc2)c1Cl (configuration not stated) | 14 | 0.6 | -14 | -0.3
CC(NC(=O)Nc1cccc(Cl)c1)C(c1cccs1)N1CCOCC1 (configuration not stated) | 2 | 0.0 | 8 | 1.6
CCC(=O)N(c1ccc2[nH]c(C(C)(C)C)cc2c1)C1CCN(C(C)=O)CC1 | 1 | 0.0 | 15 | 2.2

For convenience, 4 of the compounds above.
SMILES | MITF inh | FBW7 activator | TEAD-YAP inh | GPR151 ag
Cc1cc(C)cc(OCC(=O)NNC(=O)c2c(C)cc(C)cc2C)c1 | 1 | 0.1 | 17 | 0.0
CC(=O)C(C)OC(=O)c1c(C)nn(-c2ccccc2)c1Cl (configuration not stated) | 14 | 0.6 | -14 | -0.3
CC(NC(=O)Nc1cccc(Cl)c1)C(c1cccs1)N1CCOCC1 (configuration not stated) | 2 | 0.0 | 8 | 1.6
CCC(=O)N(c1ccc2[nH]c(C(C)(C)C)cc2c1)C1CCN(C(C)=O)CC1 | 1 | 0.0 | 15 | 2.2

Further structures.
SMILES | MITF inh | FBW7 activator | TEAD-YAP inh | GPR151 ag
COc1cc(NC(=O)c2ccc3nc(Nc4nccc5ccccc45)sc3c2)cc(OC)c1OC | -2 | 0.0 | -59 | 1.1
COc1cc(CNC23CC4CC(CC(C4)C2)C3)cc(Br)c1OCC(N)=O | -2 | -0.1 | 6 | -0.2
CCN=C(NCC)SC1CC(=O)N(c2ccc(Br)cc2)C1=O (configuration not stated) | -15 | -0.1 | -2 | 1.7
CC(=O)N(C)OC(=O)Nc1cccc(Cl)c1 | 10 | 0.1 | 3 | 1.0
COc1ccc(C(=O)NC(=S)NNC(=O)c2ccc(O)cc2)cc1[N+](=O)[O-] | 6 | -0.5 | -10 | -0.3
COc1ccccc1C(=O)NNC(=O)c1cccc([N+](=O)[O-])c1 | 5 | 0.0 | -26 | -0.3
COc1ccc(C(=O)Nc2cccc3nsnc23)cc1 | -6 | 0.4 | -41 | 0.3
O=C1CCCN1CCCNc1nc(NCc2cccnc2)nc2c1ncn2CCN1CCCC1=O | 15 | 0.2 | -7 | 6.7*
COc1ccc(Cn2c(=S)[nH]c3ccc(I)cc3c2=O)cc1 | 7 | 0.1 | -5 | 0.2
N#CC1=C(N)n2c(nc3ccccc32)NC1c1cccc([N+](=O)[O-])c1 (configuration not stated) | 4 | -0.1 | 8 | 1.3
CC(C(=O)Nc1ccccc1F)N(c1ccccc1)S(C)(=O)=O (configuration not stated) | 10 | 0.0 | 6 | -1.4
CCCCSc1nnc(NC(=O)CCc2ccccc2)s1 | -2 | 0.0 | -3 | 0.8
CCOC(=O)C(NC(=O)c1ccc(OC)cc1)(Nc1cc(C)on1)C(F)(F)F (configuration not stated) | 11 | 0.0 | -5 | -1.1
O=C(NCc1ccc2c(c1)OCO2)c1ccc(CNS(=O)(=O)c2ccc(F)cc2)cc1 | -4 | -0.2 | -2 | -0.3
COC(=O)c1ccc(NC(=O)c2cn(-c3ccccc3)nc2-c2cccnc2)cc1 | -17 | 0.2 | 5 | 1.1
Cc1sc(S(C)(=O)=O)c(C(=O)O)c1Br | 14 | 0.2 | 1 | -1.7
CCOc1ccccc1Nc1nncc(=O)[nH]1 | -3 | -0.1 | 11 | -0.1
COc1cc(NC(=O)c2cccc(-n3cc(NC(=O)Cc4ccc(F)c(F)c4)cn3)c2)cc(OC)c1OC | 10 | 0.1 | -1 | -0.9
CCc1nn(CC(=O)N2N=C(c3ccc(C)cc3)CC2c2ccco2)c(=N)s1 (configuration not stated) | -4 | -0.2 | 0 | 2.3
Cc1cccn2c(N)c(-c3ccccc3)nc12 | 5 | -0.1 | -4 | -2.0
COc1ccc(C2=NS(=O)(=O)N(C)C(C(=O)Nc3ccc(F)cc3F)=C2)cc1 | -6 | -0.3 | -9 | 0.8
O=C(Nc1ccc(-c2cnc(-c3ccc(NC(=O)c4ccco4)cc3)nc2)cc1)c1ccco1 | 11 | 0.9 | 10 | -1.5
COCCN1C(=O)c2oc3ccc(F)cc3c(=O)c2C1c1ccc([N+](=O)[O-])cc1 (configuration not stated) | 21 | 0.5 | 10 | 1.1
O=c1c2ccccc2nc(-c2ccc(F)cc2)n1NCc1ccccc1O | 4 | 0.5 | 2 | -0.1
CCCCCOC(=O)C1=C(C)NC(=O)NC1c1cccc(OCC)c1 (configuration not stated) | 17 | 0.0 | -4 | 1.6

Four compounds drawn at random from the list so far:
SMILES | MITF inh | FBW7 activator | TEAD-YAP inh | GPR151 ag
COc1ccccc1C(=O)NNC(=O)c1cccc([N+](=O)[O-])c1 | 5 | 0.0 | -26 | -0.3
CC(=O)N(C)OC(=O)Nc1cccc(Cl)c1 | 10 | 0.1 | 3 | 1.0
COc1cc(NC(=O)c2ccc3nc(Nc4nccc5ccccc45)sc3c2)cc(OC)c1OC | -2 | 0.0 | -59 | 1.1
O=C(NCc1ccc2c(c1)OCO2)c1ccc(CNS(=O)(=O)c2ccc(F)cc2)cc1 | -4 | -0.2 | -2 | -0.3

Continued.
SMILES | MITF inh | FBW7 activator | TEAD-YAP inh | GPR151 ag
Cc1ccc(NC(=O)C2CCN(S(=O)(=O)c3ccc4[nH]c(=O)ccc4c3)CC2)cc1C | 2 | -0.1 | 1 | 1.8
COc1cccc(-c2nnc(NC(=O)c3ccc(Cl)cc3Cl)o2)c1 | 3 | 0.1 | 3 | 0.3
CCOC(=O)c1sc2nc(SCC(=O)NCCc3ccccc3)n(Cc3cccc(Cl)c3)c(=O)c2c1C | 8 | -0.1 | 5 | 0.2
CC(=O)c1c(C)nc2ccccn12 | -1 | -0.1 | 2 | -0.4
Cn1c(=O)[nH]c(=O)c2[nH]c(NCCO)nc21 | 11 | -0.1 | -1 | 1.2
CC(C)NC(=O)c1ccccc1NC(=O)CN(c1cccc([N+](=O)[O-])c1)S(C)(=O)=O | -4 | 0.0 | 1 | -1.3
O=C1N(Cc2nc3ccccc3[nH]2)c2cc([N+](=O)[O-])ccc2OC1(F)F | -13 | 0.1 | 5 | -1.0
O=C(Cn1nc(-c2ccoc2)oc1=O)N1CCN(c2ccccc2)CC1 | -1 | -0.1 | 8 | 0.4
Cc1ccsc1C1N=C(N)Nc2nc3ccccc3n21 (configuration not stated) | -6 | -0.1 | -2 | 1.1
CCOC(=O)c1c(NC(=O)COc2ccccc2Br)sc2c1CCC(C)C2 (configuration not stated) | -3 | -0.1 | 5 | 1.0
COc1ccc(/C(C)=N\NC(=O)c2ccc(O)cc2)c(OC)c1 | 1 | -0.1 | -23 | -0.8
O=C(NC1(C(F)(F)F)NC(=O)N(c2ccc(F)c(Cl)c2)C1=O)c1ccccc1 (configuration not stated) | 5 | 0.4 | 11 | 0.7
Cc1cccc(N(CC(=O)Nc2cccc(C)c2C)S(C)(=O)=O)c1 | -10 | 0.0 | -3 | -0.6
COc1cccc(C(=O)N2CC(C)C(=O)Nc3ccccc32)c1 (configuration not stated) | 10 | 0.1 | -20 | -0.5
CCCC(=O)C1=C(c2ccc(F)cc2)N(C(=O)CCC)n2c(C)nnc2S1 | -3 | -0.1 | 12 | -0.5
O=C(COc1ccc(Cl)cc1)Nc1cccc(-c2nc3ncccc3o2)c1 | 15 | 0.0 | 10 | -0.6
COc1ccc(Br)cc1S(=O)(=O)N1CC(C)OC(C)C1 (configuration not stated) | 1 | -0.2 | 3 | 1.1
CC(=O)Nc1cc(S(=O)(=O)Nc2ccccc2)ccc1C | 12 | 0.7 | -1 | -0.6
COc1ccc(/C=N/NC(=O)c2ccccc2OC(C)C)c(OC)c1 | 2 | -0.1 | 6 | 1.9
O=C(OCCN1C(=O)c2ccc([N+](=O)[O-])cc2C1=O)C1CCCCC1 | -3 | -0.1 | 2 | 0.1
COc1ccc(NC(c2ccccn2)c2oc(CO)cc(=O)c2O)cc1 (configuration not stated) | 11 | -0.3 | -18 | 0.0
CC(=O)c1ccc(NC(=O)NNC(=O)c2ccc([N+](=O)[O-])c(C)c2)cc1 | 2 | -0.2 | 1 | -0.3
Cc1cc(=O)oc2c1ccc1occ(Nc3cccc4ccccc34)c12 | 10 | -0.2 | 5 | 0.0
CCN(CC)c1nc2ccccc2n2ccnc12 | -1 | 0.6 | -15 | 1.1
COC(=O)COc1ccc(S(=O)(=O)Nc2ccc(OC)cc2OC)cc1Cl | 4 | 0.0 | -2 | 2.1

(cont.)
SMILES | MITF inh | FBW7 activator | TEAD-YAP inh | GPR151 ag
N#Cc1ccc(/C=N/N2CCOCC2)cc1 | 1 | -0.2 | -1 | -0.2
CCOC(=O)c1cccc(NC(=O)CCn2c(=O)c3cccn3c3ccccc32)c1 | 2 | 0.0 | 2 | 1.0
CCS(=O)(=O)Nc1cc(OC)c(OC)cc1Cc1nccc2cc(OC)c(OC)cc12 | 6 | -0.1 | 0 | -0.2
COc1ccc(S(=O)(=O)c2cn(C)c3cc(N4CCOCC4)c(F)cc3c2=O)cc1 | 15 | -0.1 | 9 | -0.2
Cc1cc(-c2[nH]nc3c2C2(C(=O)Nc4ccccc42)C(C#N)=C(N)O3)c(C)s1 (configuration not stated) | 2 | 0.1 | 2 | 0.5
CCn1c(C(=O)O)c(CC(=O)Nc2ccc3c(c2)OCO3)c2ccccc21 | 19 | 0.3 | -15 | -1.3
CC(C)CC(c1nnnn1C1CCCC1)N1CCN(Cc2ccncc2)CC1 (configuration not stated) | 13 | 0.5 | -2 | -0.3
Cc1ccc(CN2CCN(Cc3ccn[nH]3)CC2CCO)cc1 (configuration not stated) | -14 | -0.1 | 1 | 0.0
OCCN1CCN(c2nc3ccccc3n3ccnc23)CC1 | -3 | 0.0 | 3 | -1.0
COCCNC(=O)CN1C(=O)/C(=C/c2ccccc2F)Oc2ccccc21 | 10 | 0.2 | 2 | -0.4
COc1ccc(CCC(=O)NCCN2Cc3cc(C)ccc3OC(C)C2)cc1OC (configuration not stated) | -16 | 0.0 | 8 | 0.2
COc1ccc(-c2ccc(/C=C3\C(=O)N(c4cccc(Br)c4)N=C3C)o2)c([N+](=O)[O-])c1 | -5 | -0.1 | -2 | -0.2
CC1=C(C(=O)Nc2cccnc2)C(c2ccc([N+](=O)[O-])cc2)C2=C(CCCC2=O)N1 (configuration not stated) | 25 | -0.1 | -4 | 1.0

Profiles as entered above:
Profile of `CCn1c(C(=O)O)c(CC(=O)Nc2ccc3c(c2)OCO3)c2ccccc21` → MITF inh: 19; FBW7 activator: 0.3; TEAD-YAP inh: -15; GPR151 ag: -1.3
Profile of `Cc1cc(-c2[nH]nc3c2C2(C(=O)Nc4ccccc42)C(C#N)=C(N)O3)c(C)s1` (configuration not stated) → MITF inh: 2; FBW7 activator: 0.1; TEAD-YAP inh: 2; GPR151 ag: 0.5
Profile of `COc1ccc(/C=C2/SC(=Nc3ccccc3)NC2=O)cc1OCc1ccccc1` → MITF inh: -2; FBW7 activator: 0.0; TEAD-YAP inh: -8; GPR151 ag: -0.8
